Compound activity as filed in PubChem.
p53null 39C tox: kills p53 null cells at the nonpermissive temperature | H1299 p53-null (neo) cells, 39C, ATPlite viability, 24 h | Potency, µM (titrated, usually from 46.1 µM), for inactives: at the top dose activity, negative = cell killing, hits mostly cytotoxic | 55,000 compounds, 0.97% hits;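 note: potency is the fitted concentration of half-maximal effect; 0% = DMSO only and -100% = full killing by 100 µM tamoxifen; nearly all actives have a fitted effect of over 50% in size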
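Concentration-response (up to 46 uM) was run for 24 h at the nonpermissive 39C on H1299-p53A138V or H1299-neo cells. ATP content was measured with ATPlite luminescence. AC50 values were Hill-modeled after normalizing between DMSO and 100 uM tamoxifen killing.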
B2AR arrestin ag: beta-arrestin recruitment by human beta2-adrenergic receptor ligands; P07550; HTLA Tango cells, beta-arrestin recruitment, luciferase luminescence, 18 h; Potency, µM (top dose mostly 46.1 µM), without a hit: at the highest dose activation, hits mostly activators; 44,000 tested, under 10 active; AID 1347077;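 note: potency is the fitted concentration of half-maximal effect; 0% = DMSO and full agonism = EC100 isoproterenol or metaproterenol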
Target sequence (P07550 whole entry, looked up): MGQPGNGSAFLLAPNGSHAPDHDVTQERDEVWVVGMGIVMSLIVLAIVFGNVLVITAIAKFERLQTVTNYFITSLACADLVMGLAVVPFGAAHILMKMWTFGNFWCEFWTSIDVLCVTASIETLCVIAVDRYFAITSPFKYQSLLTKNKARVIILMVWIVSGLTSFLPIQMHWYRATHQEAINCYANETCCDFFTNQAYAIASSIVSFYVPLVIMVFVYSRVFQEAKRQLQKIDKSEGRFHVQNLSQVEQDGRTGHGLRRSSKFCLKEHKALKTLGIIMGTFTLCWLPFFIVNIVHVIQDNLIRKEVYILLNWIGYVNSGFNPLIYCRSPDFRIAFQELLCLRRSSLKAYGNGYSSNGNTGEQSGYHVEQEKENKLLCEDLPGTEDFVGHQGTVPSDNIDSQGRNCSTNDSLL
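Luminescence read-out: arrestin recruitment to recombinant beta2-AR releases tTA, inducing luciferase. Cells exposed 18 hr at 37 degrees C to up to 46 microM compound; %Activity from corrected signal, concentration-response curves classified by r2, magnitude and efficacy.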
GALK inh: GALK (human) enzyme inhibition | 44,000 tested, under 10 active | P51570 | AID 1347072 | Potency, µM (titrated, usually from 57.5 µM), for the others: top-dose activity, negative = inhibition, usual class: inhibitors | recombinant GALK, Kinase-Glo ATP luminescence, 1 h;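 note: plate controls were full GALK reaction for no effect and reaction lacking GALK for full effect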
Target sequence (P51570 whole entry, looked up): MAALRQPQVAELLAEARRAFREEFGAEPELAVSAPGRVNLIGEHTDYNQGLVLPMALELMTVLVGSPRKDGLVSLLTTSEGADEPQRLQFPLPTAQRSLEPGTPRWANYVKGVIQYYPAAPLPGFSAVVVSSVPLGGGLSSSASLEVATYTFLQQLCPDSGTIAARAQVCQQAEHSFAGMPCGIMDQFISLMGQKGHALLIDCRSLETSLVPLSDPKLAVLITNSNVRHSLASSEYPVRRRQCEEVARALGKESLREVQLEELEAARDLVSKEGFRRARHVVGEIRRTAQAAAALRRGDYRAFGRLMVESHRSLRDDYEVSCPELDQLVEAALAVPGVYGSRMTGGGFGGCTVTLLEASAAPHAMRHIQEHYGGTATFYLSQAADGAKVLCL
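Luminescent ATP-depletion readout (Kinase-Glo Plus) after 1 h room-temperature incubation of human GALK (5 nM) with galactose 100 µM and ATP 35 µM, pH 8.0 HEPES/Mg2+ buffer; compounds tested in qHTS format.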
TSG101-PTAP inh: blocks PTAP binding to human TSG101, validation; Q99816; Fluorescence polarization, FITC-PTAP peptide/Tsg101, 20 min; Potency, µM (titrated, usually from 115 µM), for the others: at the top dose activity change, negative = inhibition, usual class: inhibitors; 44,000 tested, under 10 active; note: potency is the fitted concentration of half-maximal effect; 0% is about no effect
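Read-out is FITC fluorescence polarization. Compounds were added to Tsg101 binding domain (10 uM final), then FITC-PTAP peptide (50 nM final), 20 min at r.t. Total S+P intensity flags fluorescent compounds.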
NTMT1 inh: blocks human N-terminal methyltransferase 1 activity | Q9BV86 | NTMT1 MTase-Glo SAH luminescence, purified enzyme | Potency, µM (series often up to 114 µM), without a hit: top-dose activity change, negative = inhibition, most hits filed as inhibitors | 59,000 compounds, 2.5% hits;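 note: potency is the fitted concentration of half-maximal effect; plate controls were DMSO vehicle for no effect and no enzyme for full effect; nearly all actives have a fitted effect of over 65% in size; many of its hits are not listed in these tables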
Target sequence (Q9BV86 whole entry, looked up): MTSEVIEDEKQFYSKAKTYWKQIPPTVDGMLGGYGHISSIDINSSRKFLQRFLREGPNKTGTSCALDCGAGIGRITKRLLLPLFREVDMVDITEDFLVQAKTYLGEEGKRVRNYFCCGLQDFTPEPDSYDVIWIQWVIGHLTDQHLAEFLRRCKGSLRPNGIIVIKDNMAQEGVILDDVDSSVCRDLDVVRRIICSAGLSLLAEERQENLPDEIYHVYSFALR
FH mod: Identification of activators of human fumarate hydratase by quantitative high-throughput screening. Potency, µM (top dose mostly 79.9 µM), inactives show at the top dose activity change, negative = inhibition, actives largely listed as inhibitors. 54,000 compounds, 0.22% hits. FH coupled MDH/diaphorase resazurin fluorescence, 15 min. Fumarate hydratase, mitochondrial (Homo sapiens), P07954; note: potency is the fitted concentration of half-maximal effect; % is set by controls: 0 for no effect and ±100 for the full control effect; the screen sought activators but most active calls are inhibition curves; nearly all actives have a fitted effect of over 45% in size
p53null 32C kill: kills p53 null cells at the permissive temperature; 55,000 compounds, 0.62% hits; AID 903; H1299-neo p53 null cells, ATP luminescence, 24 h, 32C; Potency, µM (series often up to 46.1 µM), inactives show at the top dose activity change, negative = cytotoxicity, usual class: cytotoxic;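 note: potency is the fitted concentration of half-maximal effect; 0% = DMSO only and -100% = full killing by 100 µM tamoxifen; nearly all actives have a fitted effect of over 55% in size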
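ATP-content luminescence in p53-null H1299-neo cells after 24 h compound exposure (up to 46 uM) at 32C permissive temperature; 0% and 100% killing set by DMSO and 100 uM tamoxifen; Hill-equation AC50.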
* marks the source's active call; other numbers are inactive results; [ ] = dose if it differs, or a comment. Calls come from the whole dose curve; as a rule, active = well fitted curve in the direction sought with a large enough effect; inconclusive = small, poorly fitted or top-dose-only effect, or another doubt; inactive = no such curve, though single readings can be large; an effect the other way counts as inactive or inconclusive.

How did Cc1c(C(=O)N(Cc2ccccc2F)C2CCS(=O)(=O)C2)oc2ccccc12 (configuration not stated) do in these assays?
p53null 39C tox: 4%; B2AR arrestin ag: -2%; GALK inh: 4%; TSG101-PTAP inh: 0%; NTMT1 inh: 2%; FH mod: 6%; p53null 32C kill: 7%

Results for Cc1c(C(=O)N(C)C)sc2c1c(=O)n(-c1ccc(Cl)c(Cl)c1)c(=O)n2CC(=O)C(C)(C)C ?
p53null 39C tox: 18%; B2AR arrestin ag: -2%; GALK inh: 1%; TSG101-PTAP inh: -1%; NTMT1 inh: -17%; FH mod: -2%; p53null 32C kill: 5%

How did COc1ccc(C2CC(=O)c3c([nH]c(C(=O)OC4CCCC4)c3C)C2)cc1OC (configuration not stated) do in these assays?
p53null 39C tox: 4%; B2AR arrestin ag: 1%; GALK inh: 2%; TSG101-PTAP inh: -14%; NTMT1 inh: 0%; FH mod: 6%; p53null 32C kill: -3%

How did COc1cc(C2c3c(-c4cc(C)ccc4O)n[nH]c3C(=O)N2Cc2cccnc2)cc(OC)c1OC (configuration not stated) do in these assays?
p53null 39C tox: -7%; B2AR arrestin ag: 0%; GALK inh: -2%; TSG101-PTAP inh: 1%; NTMT1 inh: 9%; FH mod: 4%; p53null 32C kill: 4%

Results for COc1ccc(NC(=O)c2c(NCc3ccc(C)o3)sc3c2CCC(C)C3)cc1 (configuration not stated) ?
p53null 39C tox: -4%; B2AR arrestin ag: -2%; GALK inh: 0%; TSG101-PTAP inh: 0%; NTMT1 inh: inconclusive; FH mod: inconclusive; p53null 32C kill: 9%

Results for COc1cc(NC(=O)NCC2CCN(Cc3ccccc3Cl)CC2)cc(OC)c1OC ?
p53null 39C tox: 16%; B2AR arrestin ag: 1%; GALK inh: 3%; TSG101-PTAP inh: -4%; NTMT1 inh: inconclusive; FH mod: -10%; p53null 32C kill: 4%

Results for O=C(CSc1ncc2c(n1)-c1cc(Cl)ccc1N(Cc1ccccc1)S2(=O)=O)Nc1ccc(F)cc1F ?
p53null 39C tox: -17%; B2AR arrestin ag: -1%; GALK inh: -1%; TSG101-PTAP inh: 1%; NTMT1 inh: 1%; FH mod: inconclusive; p53null 32C kill: 3%

What do the screens show for `Cc1cc(C)c2c(CC(=O)Nc3ccc(S(=O)(=O)N4CCCC(C)C4)cc3)coc2c1` (configuration not stated)?
p53null 39C tox: 20%; B2AR arrestin ag: 1%; GALK inh: 0%; TSG101-PTAP inh: -5%; NTMT1 inh: -3%; FH mod: inconclusive; p53null 32C kill: 13%

What do the screens show for `Cc1coc2cc3oc(=O)c(CC(=O)NCCc4ccccc4)c(C)c3cc12`?
p53null 39C tox: -26%; B2AR arrestin ag: -2%; GALK inh: 3%; TSG101-PTAP inh: 1%; NTMT1 inh: -4%; FH mod: -3%; p53null 32C kill: -9%

What do the screens show for `Cc1cccc(C)c1NC(=O)CN(C)S(=O)(=O)c1ccc2[nH]c3c(c2c1)CCCC3`?
p53null 39C tox: -20%; B2AR arrestin ag: 0%; GALK inh: 1%; TSG101-PTAP inh: -6%; NTMT1 inh: inconclusive; FH mod: -18%; p53null 32C kill: 10%

How did COc1ccc(CNC(=O)CCc2c(C)c3ccc(OC)c(C)c3oc2=O)cc1OC do in these assays?
p53null 39C tox: 19%; B2AR arrestin ag: -1%; GALK inh: -1%; TSG101-PTAP inh: -2%; p53null 32C kill: -3%

Results for COCCNC(=O)c1sc2ncccc2c1-n1c(C)ccc1C ?
p53null 39C tox: inconclusive; B2AR arrestin ag: -1%; GALK inh: 0%; TSG101-PTAP inh: 0%; NTMT1 inh: -2%; FH mod: -18%; p53null 32C kill: -5%

What do the screens show for `Cc1ccc(-c2nnc(Nc3cccc(Cl)c3)c3ccccc23)cc1S(=O)(=O)NCC1CCCO1` (configuration not stated)?
p53null 39C tox: 9%; B2AR arrestin ag: 1%; GALK inh: 0%; TSG101-PTAP inh: 1%; NTMT1 inh: -3%; FH mod: -19%; p53null 32C kill: 8%

How did COc1ccc(NC(=O)CSc2nc(-c3ccc(OC)cc3)[nH]c2-c2ccc(F)cc2)cc1 do in these assays?
p53null 39C tox: 3%; B2AR arrestin ag: -1%; GALK inh: 1%; TSG101-PTAP inh: 0%; NTMT1 inh: -11%; FH mod: 4%; p53null 32C kill: -3%

How did Cc1ccc(C(=O)CC2(O)C(=O)N(Cc3ccccc3)c3ccc(Br)cc32)cc1 (configuration not stated) do in these assays?
p53null 39C tox: inconclusive; B2AR arrestin ag: -1%; GALK inh: -1%; TSG101-PTAP inh: -4%; NTMT1 inh: inconclusive; FH mod: inconclusive; p53null 32C kill: -25%

Results for COc1ccc(CNC(=O)C(=O)Nc2ccccc2OC)cc1 ?
p53null 39C tox: -1%; B2AR arrestin ag: 0%; GALK inh: 0%; TSG101-PTAP inh: -4%; NTMT1 inh: 15%; FH mod: -18%; p53null 32C kill: -1%

What do the screens show for `CCOCCCNC(=O)C(c1ccc(Cl)cc1)N(Cc1cccs1)C(=O)c1ccc(NC(C)=O)cc1` (configuration not stated)?
p53null 39C tox: -7%; B2AR arrestin ag: -1%; GALK inh: -1%; TSG101-PTAP inh: -1%; NTMT1 inh: -3%; FH mod: -5%; p53null 32C kill: -5%

How did Cc1ccccc1N1CCN(S(=O)(=O)c2nnc(NC(=O)c3ccc(Cl)cc3)s2)CC1 do in these assays?
p53null 39C tox: 12%; B2AR arrestin ag: 3%; GALK inh: -3%; TSG101-PTAP inh: -1%; NTMT1 inh: 10%; FH mod: 3%; p53null 32C kill: 5%

How did Cc1cccc(C)c1NC(=O)Cn1c(=O)cc(C)c2c(C)nn(-c3cccc(Cl)c3C)c21 do in these assays?
p53null 39C tox: 8%; B2AR arrestin ag: 0%; GALK inh: -1%; TSG101-PTAP inh: 2%; NTMT1 inh: 10%; FH mod: 14%; p53null 32C kill: -1%

Results for CCOc1cc(-c2cc(C(=O)O)c3c(-c4ccccc4)[nH]nc3n2)ccc1O ?
p53null 39C tox: -12%; B2AR arrestin ag: 1%; GALK inh: 2%; TSG101-PTAP inh: 1%; NTMT1 inh: 8%; FH mod: 5%; p53null 32C kill: -1%

Two consecutive records already listed, quoted:
What do the screens show for `Cc1ccc(-c2nnc(Nc3cccc(Cl)c3)c3ccccc23)cc1S(=O)(=O)NCC1CCCO1` (configuration not stated)?
p53null 39C tox: 9%; B2AR arrestin ag: 1%; GALK inh: 0%; TSG101-PTAP inh: 1%; NTMT1 inh: -3%; FH mod: -19%; p53null 32C kill: 8%

How did COc1ccc(NC(=O)CSc2nc(-c3ccc(OC)cc3)[nH]c2-c2ccc(F)cc2)cc1 do in these assays?
p53null 39C tox: 3%; B2AR arrestin ag: -1%; GALK inh: 1%; TSG101-PTAP inh: 0%; NTMT1 inh: -11%; FH mod: 4%; p53null 32C kill: -3%

The listing continues.
How did CCN(CC)c1nc2ccccc2nc1C(=O)Nc1cc(OC)c(OC)c(OC)c1 do in these assays?
p53null 39C tox: -4%; B2AR arrestin ag: -1%; GALK inh: 1%; TSG101-PTAP inh: -8%; NTMT1 inh: -1%; FH mod: -14%; p53null 32C kill: 2%

How did CC(C)c1ccc(NC(=O)CCNS(=O)(=O)c2ccc3c(c2)CCCC(=O)N3)cc1 do in these assays?
p53null 39C tox: -16%; B2AR arrestin ag: 1%; GALK inh: 5%; TSG101-PTAP inh: -7%; NTMT1 inh: -8%; FH mod: -37%; p53null 32C kill: 0%

Results for CC(=O)c1ccc(NC(=O)CSc2cn(CC(=O)N3CCCCC3)c3ccccc23)cc1 ?
p53null 39C tox: 15%; B2AR arrestin ag: -1%; GALK inh: 4%; TSG101-PTAP inh: 0%; NTMT1 inh: -1%; FH mod: inconclusive; p53null 32C kill: -9%

Results for CC(C)c1ccc(/C=C(\C#N)c2nc(-c3cc4ccccc4oc3=O)cs2)cc1 ?
p53null 39C tox: 2%; B2AR arrestin ag: 1%; GALK inh: 1%; TSG101-PTAP inh: 3%; NTMT1 inh: 3%; FH mod: -2%; p53null 32C kill: 0%

What do the screens show for `Cc1ccc(Cn2c(CN3CCN(c4cccc(Cl)c4)CC3)nc3c2c(=O)n(C)c(=O)n3C)cc1`?
p53null 39C tox: 11%; B2AR arrestin ag: -2%; GALK inh: -2%; TSG101-PTAP inh: -2%; NTMT1 inh: 1%; FH mod: inconclusive; p53null 32C kill: 32%[activator]

How did CN(C)c1ccc(CNC(=O)Cn2ccc3cc(S(=O)(=O)N4CCCCCC4)ccc32)cc1 do in these assays?
p53null 39C tox: 5%; B2AR arrestin ag: -1%; GALK inh: 0%; TSG101-PTAP inh: -2%; NTMT1 inh: inconclusive; FH mod: -5%; p53null 32C kill: -6%

What do the screens show for `Cc1ccc(NC(=O)Nc2nnc(N(C)C3CCCCC3)s2)c(Cl)c1`?
p53null 39C tox: -12%; B2AR arrestin ag: 1%; GALK inh: -10%; TSG101-PTAP inh: -9%; NTMT1 inh: 9%; FH mod: -20%; p53null 32C kill: 1%

How did COc1ccc(CNC(=O)CCS(=O)(=O)c2cc3c4c(c2)CCN4C(=O)CC3)cc1OC do in these assays?
p53null 39C tox: -19%; B2AR arrestin ag: -1%; GALK inh: 4%; TSG101-PTAP inh: -1%; NTMT1 inh: -8%; FH mod: 6%; p53null 32C kill: -8%

How did O=C(Nc1nnc(S(=O)(=O)N2CCCCCC2)s1)c1ccccc1Cl do in these assays?
p53null 39C tox: -10%; B2AR arrestin ag: 1%; GALK inh: 2%; TSG101-PTAP inh: -1%; NTMT1 inh: -1%; FH mod: -2%; p53null 32C kill: 12%

How did COc1ccc(OC)c(C2C(C(=O)Nc3ccc(C)cc3)=C(C)Nc3nnnn32)c1 (configuration not stated) do in these assays?
p53null 39C tox: 7%; B2AR arrestin ag: 1%; GALK inh: -1%; TSG101-PTAP inh: 3%; NTMT1 inh: 9%; FH mod: -3%; p53null 32C kill: 13%

Results for CCc1ccc(NC(=O)C(=O)NCC(c2cccnc2)N2CCN(c3ccc(F)cc3)CC2)cc1 (configuration not stated) ?
p53null 39C tox: 13%; B2AR arrestin ag: 0%; GALK inh: 1%; TSG101-PTAP inh: -6%; NTMT1 inh: -4%; FH mod: -25%; p53null 32C kill: 20%

Retrieved by compound from the list above (two):
How did CCN(CC)c1nc2ccccc2nc1C(=O)Nc1cc(OC)c(OC)c(OC)c1 do in these assays?
p53null 39C tox: -4%; B2AR arrestin ag: -1%; GALK inh: 1%; TSG101-PTAP inh: -8%; NTMT1 inh: -1%; FH mod: -14%; p53null 32C kill: 2%

What do the screens show for `Cc1ccc(NC(=O)Nc2nnc(N(C)C3CCCCC3)s2)c(Cl)c1`?
p53null 39C tox: -12%; B2AR arrestin ag: 1%; GALK inh: -10%; TSG101-PTAP inh: -9%; NTMT1 inh: 9%; FH mod: -20%; p53null 32C kill: 1%

The list is partial, so the mix of outcomes need not match the whole.
